A549 viability: Nrf2 qHTS screen for inhibitors: counterscreen for cytotoxicity; 390,000 compounds, 0.16% hits; Potency, µM (top dose mostly 46 µM), without a hit: at the highest dose activity change, negative = cytotoxicity, hits mostly inhibitors; A549 ARE-Fluc cells, CellTiter-Fluor viability, 18-24 h; AID 504648, 2011; note: potency is the fitted concentration of half-maximal effect; % is set by controls: 0 for no effect and ±100 for the full control effect
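A549 ARE-Fluc cells in 5% FBS OPTI-MEM, 5000 cells/well, rested 2 h then exposed to compounds in concentration-response for 18-24 h at 37 °C. Viability by CellTiter-Fluor fluorescence (Ex 405/Em 525) after 30 min; luciferase luminescence (BugLite, 15 min, RT) read afterwards.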
HepG2 viability: qHTS for Inhibitors of TGF-b: Cytotox Counterscreen | Potency, µM (titrated, usually from 46.1 µM), without a hit: at the top dose activity change, negative = cytotoxicity, usual class: cytotoxic | 410,000 compounds, 0.76% hits | HepG2 CAGA-GFP viability, ATP luminescence, 18 h; note: potency is the fitted concentration of half-maximal effect; some results filed as inactive show a strong effect at the top dose
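HepG2 CAGA-GFP cells (1000/well, DMEM with 1% FBS) received compound, then TGF-beta at 500 pg/mL final, and were incubated 18 hours at 37 degrees C. Viability was read by CellTiter-Glo luminescence. Media-only wells were set as complete cell-killing and DMSO as no toxicity.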
CCT modulator: High-Throughput Screening for Modulators of Cytosolic Chaperonin Activity | purified chaperonin ATPase assay, HTRF ADP detection, 30 min | 360,000 compounds, 0.3% hits | activity change, % (test concentration not listed), hits read low | AID 651819, 2012; in the data active = activity change below about -30%; note: % is set by controls: 0 for no effect and ±100 for the full control effect
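Nucleotide hydrolysis assay: TRiC at 20–40 nM final (set by batch activity) with 10 uM ATP, 30 min at 37 °C, in presence of 76 uM compound. Detection by competitive ADP HTRF, 30 min ambient.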
Abeta yeast res: qHTS for compounds that reverse cellular toxicity of Amyloid beta (A-beta) peptide in yeast: Primary Screen. yeast expressing A-beta42, growth rescue, OD600, 48 h; response scale: 0% DMSO, 100% iron-clioquinol control. 410,000 compounds, 0.063% hits. Potency, µM (titrated, usually from 46.1 µM), without a hit: at the highest dose growth rescue, most hits filed as activators; note: potency is the fitted concentration of half-maximal effect; nearly all actives have a fitted effect of over 55% in size
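Yeast A-beta toxicity model in growth medium with pinned compounds, 48 h at 30 C; growth read as absorbance at 600 nm. Normalized to FeCl3/clioquinol equimolar mix (positive) and DMSO (negative).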
Nrf2 activator: qHTS of Nrf2 Activators; AREc32 ARE-luciferase reporter (MCF7-derived line), luminescence, 24 h; Potency, µM (top dose mostly 46.1 µM), inactives show at the top dose activation, actives largely listed as activators; 410,000 compounds, 0.31% hits; note: potency is the fitted concentration of half-maximal effect; % of control where 0% means no effect; nearly all actives have a fitted effect of over 65% in size
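Luciferase luminescence (Steady-Glo, 30 min at room temperature) served as the read-out of ARE activation in AREc32 cells treated with compounds for 24 hr at 37 deg C.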
TGFb SMAD3 inh: qHTS for Inhibitors of TGF-b; Potency, µM (series often up to 46.1 µM), without a hit: at the highest dose activity, negative = inhibition, actives largely listed as inhibitors; HepG2 CAGA-GFP TGF-b/SMAD3 reporter, GFP fluorescence, 18 h; TGF-beta stimulated, 500 pg/mL final; 410,000 compounds, 1.2% hits; AID 588855, 2011; note: potency is the fitted concentration of half-maximal effect; % is set by controls: 0 for no effect and ±100 for the full control effect; nearly all actives have a fitted effect of over 65% in size
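Cell-based qHTS in HEPG2 carrying a CAGA-GFP Smad reporter; compounds added before 500 pg/mL final TGF-beta, 18 h incubation at 37 degrees C, GFP fluorescence quantified per cell by imaging cytometry.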
Nrf2 inh: Nrf2 qHTS screen for inhibitors; A549 ARE-Fluc reporter, luciferase luminescence, 18-24 h; Potency, µM (top dose mostly 46 µM), inactives show top-dose activity change, negative = inhibition, hits mostly inhibitors; 360,000 compounds, 2.1% hits; AID 504444, 2011; note: potency is the fitted concentration of half-maximal effect; % is set by controls: 0 for no effect and ±100 for the full control effect; nearly all actives have a fitted effect of over 60% in size
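Two sequential reads on A549 ARE_Fluc cells exposed to compound for 18-24 h: a CellTiter-Fluor fluorescence read for viability, then a luciferase luminescence read for Nrf2/ARE activity.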
Akt phos inh: HTS Assay for Inhibitors of Akt Phophorylation: Primary Screen; activity change, % for hits at 50 µM; Neuro2A IGF-stimulated pAkt S473 HTRF, 20 min; active compounds read low; AID 651550, 2012; 360,000 compounds, 0.32% hits; in the data active = activity change below about -80%; inconclusive = mostly about -51% to -80%; note: % is set by controls: 0 for no effect and ±100 for the full control effect
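Single-point screen (50 µM final compound) in Neuro2A cells stimulated 20 min with 6 nM IGF at 37 deg C. After lysis, Ser473-phosphorylated Akt read by HTRF (ex 330 nm, em 615/665 nm) as the 665/615 ratio.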
Mm-Cpn inhibitor: Inhibitors of TCP-1 ring complex (TRiC) of Methanococcus maripaludis (MmCpn): qHTS. Chaperonin Mm-Cpn (Methanococcus maripaludis). Potency, µM (titrated, usually from 76.9 µM), inactives show at the top dose activity, negative = inhibition, actives largely listed as inhibitors. purified Mm-Cpn ATPase, ADP Transcreener TR-FRET. AID 504842, 2011. 330,000 compounds, 0.031% hits; note: potency is the fitted concentration of half-maximal effect; % is set by controls: 0 for no effect and ±100 for the full control effect; nearly all actives have a fitted effect of over 80% in size
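ATPase read-out: TR-FRET ADP immunoassay (anti-ADP Eu cryptate vs ADP-d2), ex 320 nm, em 590/665 nm; signal drops as ADP forms. Enzyme 25 nM, ATP 10 uM, 30 min at 37°C after 10 min compound preincubation.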
* marks the source's active call; other numbers are inactive results; i = inactive; ? = inconclusive; / = not tested or not shown. Unless noted, calls come from the whole dose curve; as a rule, active = well fitted curve in the direction sought with a large enough effect; inconclusive = small, poorly fitted or top-dose-only effect, or another doubt; inactive = no such curve, though single readings can be large; an effect the other way counts as inactive or inconclusive.

Screens in order: Nrf2 inh, HepG2 viability, A549 viability, Nrf2 activator, Akt phos inh, Abeta yeast res, Mm-Cpn inhibitor, CCT modulator, TGFb SMAD3 inh
- COc1cc(C(=O)O)cc(NC(=O)c2cccs2)c1OC
    15.0%, -15.1%, 5.4%, 0.5%, i, -5.9%, -3.6%, -0.8, 8.4%
- COC(=O)c1ccc2c(=O)n(Cc3ccc(C(=O)NCCCN4CCOCC4)cc3)c(=S)[nH]c2c1
    -19.4%, -9.6%, 9.6%, 7.5%, i, 2.3%, 1.0%, -3.3, -10.8%
- CN=c1sc2ccccc2n1CC(O)c1ccccc1 (stereo not drawn)
    -1.4%, 0.0%, -2.3%, 0.6%, i, -10.0%, 0.9%, -26.6, -17.0%
- O=C(N/N=C/c1cccc(O)c1)c1cc(-c2ccccc2)nc2ccccc12
    -4.3%, -22.3%, -3.5%, 0.0%, i, 9.2%, -8.3%, -1.2, -9.6%
- Clc1ccccc1Cn1nnc(-c2cccs2)n1
    ?, 10.0%, 12.2%, 1.7%, i, 0.9%, -0.3%, -0.1, -13.4%
- CCOc1ccc(NS(=O)(=O)c2ccc(NS(=O)(=O)c3cccs3)cc2)cc1
    -19.1%, -41.4%, -4.4%, -0.1%, i, 2.9%, -0.4%, -0.8, -18.3%
- CCc1nnc(NC(=O)CSc2nnc(C)n2Cc2ccccc2)s1
    -6.8%, 14.8%, -0.6%, -0.7%, i, -2.0%, -0.1%, -0.9, -20.1%
- Cc1ccc(Oc2ccc3c(c2)C(=O)N(c2cccc4cccnc24)C3=O)cc1
    -1.9%, 18.4%, 2.2%, -0.5%, i, -11.4%, 0.0%, -2.6, 8.8%
- Fc1ccc(/C=N/n2cnn(Cc3ccccc3Cl)c2=S)cc1
    ?, -9.7%, 0.1%, 2.9%, i, -19.5%, 0.1%, -2.8, 0.8%
- O=C(CN1N=C(c2ccc(Cl)cc2)CCC1=O)NCCc1ccccc1
    /, -14.8%, 0.2%, 4.7%, /, 3.0%, /, /, -5.7%
- CN(C)CCN(Cc1ccco1)C(=O)c1oc2ccccc2c1NC(=O)COc1ccccc1
    -3.2%, -15.2%, 5.5%, 2.8%, i, 15.6%, -0.1%, 0.1, 6.0%
- O=C1CC(c2ccccc2)CC(=O)N1c1ccc(C(F)(F)F)cc1
    -13.3%, -7.2%, 7.9%, -0.3%, i, -15.5%, 0.6%, -0.6, 15.6%
- Cc1ccc(N(CC(=O)NCCc2ccccc2C)S(=O)(=O)N(C)C)cc1
    -18.2%, -4.5%, 1.9%, -1.3%, /, 3.9%, /, /, -1.8%
- CCN(CC(=O)Nc1ccccc1OC)C(=O)CSCC(=O)Nc1ccc(OC)cc1
    0.1%, 4.5%, -3.0%, -0.4%, i, -4.5%, -1.3%, -1.3, -1.3%
- CNC(=O)CSc1nc2cc(S(=O)(=O)Nc3ccc(OC)cc3)ccc2o1
    -15.3%, -22.9%, -2.1%, -0.9%, i, 3.5%, /, 0.8, -10.6%
- O=C(CN1C(=O)NC2(CCCC2)C1=O)N1CCN(S(=O)(=O)c2cc(Cl)ccc2Cl)CC1
    1.8%, -26.2%, -1.6%, -1.6%, i, -0.9%, -2.5%, -3.0, -13.8%
- CSC1=NCCN1C(=O)c1ccc(S(=O)(=O)N2CCOCC2)cc1
    18.2%, 1.0%, -1.9%, -0.1%, i, 3.4%, 3.1%, 0.2, -32.5%
- Cc1ccccc1Oc1ccc(NC(=O)C2CC=CCC2C(=O)O)cc1 (stereo not drawn)
    -0.7%, -11.6%, -3.5%, -0.3%, i, 6.0%, -0.4%, 0.2, -12.8%
- CCc1nc2ccccc2n1CCC(=O)O
    7.9%, 5.1%, -11.1%, -0.2%, i, -20.2%, 0.2%, -6.2, 5.2%
- COc1cc(CNC(=O)c2cc(-c3cc(F)ccc3OC(C)C)n[nH]2)cc(OC)c1
    /, -30.2%, /, 0.8%, i, -9.5%, /, -0.6, -8.9%
- C#CC1(O)CC(C)NCC1(C)CCC#N (stereo not drawn)
    /, 14.1%, 2.5%, -0.3%, i, 14.2%, 1.6%, 1.2, 0.1%
- COc1ccc(N2CCCCn3c2nc2c3c(=O)[nH]c(=O)n2C)cc1
    0.8%, -10.9%, 10.1%, -0.5%, i, 13.0%, -0.9%, -0.9, -4.6%
- Cc1ccc(-c2ccc(=O)n(CC(=O)NCCc3ccc(Cl)cc3)n2)cc1
    /, -22.4%, -0.3%, 1.0%, /, 20.4%, /, /, -48.0%
- COc1ncc(-c2ccc(N3C(c4ccc([N+](=O)[O-])cc4)=Cc4ccccc4C3CC(C)=O)cc2)cn1 (stereo not drawn)
    /, /, /, 0.0%, i, 14.5%, /, 2.1, /
- Cc1c(N2C(=O)CSC2c2ccccc2)c(=O)n(-c2ccccc2)n1C (stereo not drawn)
    10.2%, 16.6%, -0.5%, 0.0%, i, 1.0%, 1.6%, 0.6, -2.8%
- CCC1CCCCN1CCCNC(=O)c1cn(CC)c2ccc(S(=O)(=O)N3CCc4ccccc4C3)cc2c1=O (stereo not drawn)
    0.4%, -6.8%, 9.5%, -0.4%, i, 6.9%, -4.0%, -5.3, 10.0%
- O=C(COC(=O)Cc1n[nH]c(=O)c2ccccc12)Nc1ccc(Cl)cn1
    -9.8%, 6.1%, -1.2%, 2.8%, i, -14.9%, -0.2%, -4.8, -1.1%
- CN1c2ccccc2-c2nc(SCC(=O)Nc3ccccc3)ncc2S1(=O)=O
    /, -27.0%, -2.2%, 8.7%, /, -20.4%, /, /, -39.0%
- COc1cccc(CNCc2cccn2-c2nnc(N3CCN(c4ccccc4)CC3)s2)c1
    ?, -29.1%, -26.0%, 4.3%, /, -2.8%, /, /, ?
- O=C(Cc1cccs1)Nc1ccc(C(=O)O)cc1
    /, 5.0%, 6.0%, 0.0%, i, 13.8%, 0.0%, -1.2, ?
- CCN(CC)S(=O)(=O)c1ccc(N2CCCC2)c(NC(=O)CN2C(=O)NC3(CCCC3)C2=O)c1
    -14.6%, 9.0%, 0.6%, -0.5%, i, 5.6%, 0.6%, 2.6, -6.7%
- O=C(NC1(C(F)(F)F)NC(=O)N(C2CCCCC2)C1=O)c1cccs1 (stereo not drawn)
    -19.5%, -19.5%, -4.8%, 0.0%, i, 7.5%, 4.0%, -3.7, ?
- CCc1ccc(C2C(C#N)=C(N)OC3=C2C(=O)CCC3)s1 (stereo not drawn)
    11.5%, -3.0%, -0.4%, 3.7%, i, 15.9%, -1.1%, 0.6, 10.6%
- CCOc1ccc(NC(=O)CCS(=O)(=O)c2cccc3nsnc23)cc1
    ?, -16.7%, -10.6%, -0.1%, i, 0.2%, 1.9%, 0.2, -1.3%
- CCOc1ccc(-c2nnc3ccc(SCC(=O)Nc4nc5ccccc5s4)nn23)cc1
    1.6%, -8.1%, -2.8%, 3.3%, i, -5.6%, -3.0%, 3.2, 0.4%
- O=C(Nc1ccc(O)cc1)c1ccc(NC(=O)c2cccs2)cc1
    10.1%, 0.0%, 0.1%, 3.1%, i, -3.2%, 1.3%, -1.4, -1.6%
- Cc1c(N=Cc2c(O)n(C3CCCCC3)c(=O)[nH]c2=O)c(=O)n(-c2ccccc2)n1C
    -16.2%, -14.0%, -3.1%, 2.8%, i, -14.4%, -0.6%, -1.6, 21.9%
- COC(=O)COc1cccc2c(=O)n(CC(=O)Nc3ccc4c(c3)OCCO4)ccc12
    -18.0%, -20.0%, 0.2%, 0.0%, i, -28.3%, 2.0%, -3.2, -8.7%
- Cc1ccnc(NC(=O)Cc2ccc(F)cc2)n1
    -11.2%, 17.2%, 1.5%, -0.1%, i, -10.3%, 3.5%, -0.1, -1.0%
- O=C(c1ccc(Cl)c([N+](=O)[O-])c1)N1CCN(C(=O)c2ccco2)CC1
    -1.1%, -0.9%, -0.9%, -0.2%, i, -1.1%, 0.5%, -0.8, -13.9%
- FC(F)(F)c1cnc(COc2ccc(Cl)cc2Cl)c(Cl)c1
    -4.4%, -7.8%, 0.1%, 0.1%, i, -6.1%, 0.3%, -2.6, -20.5%
- O=C(O)COc1ccc(Br)cc1/C=N/O
    2.4%, 9.4%, -5.1%, -1.2%, i, 6.8%, -0.9%, -0.5, 1.8%
- COc1ncnc2c1ncn2CCCN1CCN(Cc2ccc(C)cc2)CC1
    /, 4.3%, /, 0.0%, i, -4.8%, /, 0.8, 24.9%
- O=C(OCc1nc2scc(-c3ccccc3)c2c(=O)[nH]1)c1cccc([N+](=O)[O-])c1
    -16.5%, 0.0%, 11.7%, 1.7%, i, 12.8%, -0.4%, 0.2, 10.9%
- COc1cc(C2C(C(C)=O)=C(O)C(=O)N2CCc2ccc(OC)c(OC)c2)ccc1O (stereo not drawn)
    1.7%, -13.3%, 1.4%, 0.1%, i, 0.5%, -5.3%, 1.1, 0.9%

2 entries from above, in markdown.
| smiles | Nrf2 inh | HepG2 viability | A549 viability | Nrf2 activator | Akt phos inh | Abeta yeast res | Mm-Cpn inhibitor | CCT modulator | TGFb SMAD3 inh |
| --- | --- | --- | --- | --- | --- | --- | --- | --- | --- |
| FC(F)(F)c1cnc(COc2ccc(Cl)cc2Cl)c(Cl)c1 | -4.4% | -7.8% | 0.1% | 0.1% | i | -6.1% | 0.3% | -2.6 | -20.5% |
| COc1cc(C2C(C(C)=O)=C(O)C(=O)N2CCc2ccc(OC)c(OC)c2)ccc1O (stereo not drawn) | 1.7% | -13.3% | 1.4% | 0.1% | i | 0.5% | -5.3% | 1.1 | 0.9% |

Screens as filed in PubChem BioAssay.
